NR2E3 ag-1 – agonists of human nuclear receptor NR2E3. Q9Y5X4. GST-NR2E3/biotin-RetCOR TR-FRET, 1536-well. inhibition of corepressor binding, % at 4.78 µM. hit rate 0.12% among 320,000. AID 2300;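 active = percent inhibition above the cutoff of mean plus 3 SD of all tested compounds, set per screening campaign, cut at about 20% in these data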;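 also: 0% = DMSO wells and 100% = biotin wells as full block of FRET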
Target sequence (Q9Y5X4 whole entry, looked up): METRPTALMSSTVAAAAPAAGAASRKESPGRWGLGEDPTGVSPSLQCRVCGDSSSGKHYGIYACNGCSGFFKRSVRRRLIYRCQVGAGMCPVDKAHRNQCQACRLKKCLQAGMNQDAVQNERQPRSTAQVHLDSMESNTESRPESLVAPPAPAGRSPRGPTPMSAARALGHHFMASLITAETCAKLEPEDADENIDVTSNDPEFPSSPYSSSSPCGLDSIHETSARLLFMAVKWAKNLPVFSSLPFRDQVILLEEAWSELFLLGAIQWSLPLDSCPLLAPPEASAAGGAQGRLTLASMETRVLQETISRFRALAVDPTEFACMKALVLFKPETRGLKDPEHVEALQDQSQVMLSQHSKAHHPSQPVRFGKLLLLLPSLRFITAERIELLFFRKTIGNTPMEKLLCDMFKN
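System: GST-tagged NR2E3 plus biotinylated RetCOR corepressor; Buffer or medium: pH 7.5 Tris-based buffer; Probe or stimulus: RetCOR corepressor, biotinylated, 7 nM; Doses: compound at 4.8 µM, single dose; Schedule: 5 h incubation at 4 °C; Technique: time-resolved FRET; Evaluation: percent inhibition of TR-FRET ratio; Replication: one well per compound, singlicate testing.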
HIF-2a block – HIF-2a inhibition; 786-0 RCC cells HIF-2a reporter, luciferase luminescence, overnight; inhibition, % at 18.8 µM; hit rate 0.72% among 360,000; AID 624352;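 active = inhibition of the luminescence signal of 40% or more relative to plate controls, in a single-dose primary screen at 18.75 µM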
NR2E3 ag-2 – human photoreceptor-specific nuclear receptor agonism | inhibition of corepressor binding, % at 3.98 µM | CHO-S Gal4-NCOR/VP16-NR2E3 two-hybrid, luciferase | hit rate 0.35% among 360,000 | AID 602229 | Q9Y5X4;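 active = inhibition above the mean of all tested compounds plus 3 SD, cut at about 70% in these data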;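 also: 0% = DMSO with NR2E3 transfected cells and 100% = cells lacking NR2E3 construct; higher means lower luciferase signal from less NR2E3 corepressor binding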
TRPM1 prom inh – MITF TRPM1 promoter inhibition in SK-MEL-5 cells | SK-MEL-5 TRPM1 promoter luciferase, 24 h | inhibition, % at 12.5 µM | hit rate 0.83% among 330,000;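 active = mean inhibition across replicates of 60% or more, whatever share of single replicates reaches that level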; also: values of inactives mirror those of a sister screen read the other way
Peg3 promoter – Peg3 promoter activity inhibition; HeLa PEG-Prom luciferase reporter, luminescence, overnight; inhibition, % at 20 µM; hit rate 1.7% among 360,000;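 active = inhibition of at least 50% at 20 µM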
Shn3 inh set2 – reduces Shn3 3'UTR luciferase signal in osteoblasts | hit rate 0.52% among 360,000 | Clone20 osteoblast Shn3 3'UTR firefly luciferase, 24 h | inhibition, % at 12.5 µM;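 active = mean inhibition of at least 75% with every replicate also reaching 75%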;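 also: 0% = median of neutral control wells and 100% = pilot-screen positive control compound; some compounds past the cut are filed as inactive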
TROY NFkB inh – inhibitors of TROY-dependent NF-kB signaling | Q293 LMP1-TROYcd NF-kB luciferase reporter, 4 h | inhibition, % at 10 µM | hit rate 0.98% among 360,000;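 active = compounds whose plate-normalised and pattern-corrected inhibition of the luciferase reporter signal at the single screening dose is 50% or more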
TWEAK Fn14 block – blocks TWEAK-Fn14 interaction in a reporter cell assay | AID 1159606 | hit rate 2% among 360,000 | inhibition, % at 10 µM | TWEAK-stimulated Fn14 reporter cells, luciferase luminescence, 8 h; in the data active = inhibition above about 50%
TRAIL sens C8 – sensitizes caspase-8 expressing cells to TRAIL | NB7+C8 cells + TRAIL, ATPlite viability luminescence | inhibition (viability loss, TRAIL sensitization), % at 10 µM | hit rate 1% among 360,000 | AID 624354;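 active = compounds causing at least 50% loss of cell viability in the single-dose screen, relative to plate controls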
KKLEB tox – counter-screen for CF NF-kB inhibitors: cytotoxicity; KKLEB CF airway cells viability, ATPlite luminescence, overnight; active compounds read low; cells stimulated with P. aeruginosa culture filtrate; hit rate 0.36% among 360,000; AID 602141; activity change (cytotoxicity), % at 5 µM;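 active = corrected activity change at or below -50% at 5 µM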
CF NFkB block – blocks PAF-induced NF-kB reporter in cystic fibrosis cells; KKLEB NF-kB-GFP reporter, GFP fluorescence overnight; inhibition, % at 5 µM; hit rate 0.86% among 360,000;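 active = at least 50% inhibition at 5 µM, scaled per plate between neutral and stimulator controls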;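 also: PAF is a Pseudomonas aeruginosa culture filtrate used as stimulus; plate controls were PAF-stimulated DMSO wells for no effect and unstimulated DMSO wells for full effect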
* marks the source's active call; other numbers are inactive results; x = not tested or not shown.

[1] CC(C(=O)NN=C(c1ccccc1)c1ccccc1)N1CCOCC1 (configuration not stated)
[2] Cc1cccc(C)c1NC(=O)CSc1nnc(-c2cccnc2)o1
[3] O=C(CCNS(=O)(=O)c1ccc(Cl)cc1)NCc1cccnc1
[4] CCOc1ccc(CC2S/C(=N/N=C/c3ccco3)NC2=O)cc1 (configuration not stated)
[5] Cn1c(SCc2ccccn2)nnc1-c1cnccn1
[6] CCOc1ccc(-n2c(C)cc(/C=N/N(C)C)c2C)cc1
screen / no.,1,2,3,4,5,6
NR2E3 ag-1,-1,-1,2,2,0,-4
HIF-2a block,-9,13,12,12,-46,0
NR2E3 ag-2,-11,-7,-1,10,-50,2
TRPM1 prom inh,6,13,-7,2,-27,2
Peg3 promoter,7,5,8,-2,-73,-2
Shn3 inh set2,-1,3,-28,-13,-13,61
TROY NFkB inh,-8,-3,-7,5,-13,-8
TWEAK Fn14 block,3,4,-3,-18,6,-13
TRAIL sens C8,-3,-3,-15,8,-14,-5
KKLEB tox,-14,8,12,12,12,3
CF NFkB block,19,0,3,-14,-4,-20

[7] CC1Sc2ccc(S(=O)(=O)CCC(=O)NCc3ccccc3)cc2NC1=O (configuration not stated)
[8] CCC(=O)N1CCN(c2ccc(NC(=S)NC(=O)c3cccc([N+](=O)[O-])c3)cc2)CC1
[9] Cc1ccc(NC(=S)NCCc2ccc(S(N)(=O)=O)cc2)cc1C
[10] CC1(C)CC(NC(=O)C23CCC(C)(C2Br)C3(C)C)CC(C)(C)N1 (configuration not stated)
[11] Cc1ccc(C(=O)NCc2ccccn2)o1
[12] CCCc1cc(=O)oc2cc(OCC(=O)NCCCN3CCOCC3)ccc12
screen / no.,7,8,9,10,11,12
NR2E3 ag-1,-1,4,2,-1,-1,1
HIF-2a block,-3,5,8,22,16,-3
NR2E3 ag-2,-9,-24,10,12,-12,11
TRPM1 prom inh,2,-4,-6,8,-6,11
Peg3 promoter,-3,-16,19,-15,-2,15
Shn3 inh set2,-8,20,14,-23,8,-7
TROY NFkB inh,-3,-1,6,-9,-6,-2
TWEAK Fn14 block,16,23,-10,1,-3,11
TRAIL sens C8,1,-6,-6,-7,-10,7
KKLEB tox,10,10,3,0,1,-1
CF NFkB block,-7,6,3,14,4,4

[13] CCOC(=O)N1CCN(C(=O)CCSc2ccc(C)cc2)CC1
[14] O=C(COC(=O)c1ccccc1Br)Nc1ccccc1F
[15] COc1ccc(CCN(C)C(=O)CCCN2C(=O)c3cccc4cccc(c34)C2=O)cc1OC
[16] CC(C)Oc1ccc(/C=C/C(=O)NCC2COc3ccccc3O2)cc1 (configuration not stated)
[17] Oc1ccc(-c2nccc(-c3ccc(Br)cc3)n2)cc1
[18] COc1cccc(CNc2nc3ccc(NC(C)=O)cc3s2)c1
screen / no.,13,14,15,16,17,18
NR2E3 ag-1,4,2,1,2,2,x
HIF-2a block,-42,8,16,-17,-194,-30
NR2E3 ag-2,-9,12,4,10,-6,-1
TRPM1 prom inh,-5,-13,-3,-5,-39,-15
Peg3 promoter,-33,-59,3,-1,-115,-27
Shn3 inh set2,7,-12,3,-6,-59,-10
TROY NFkB inh,1,-83,7,-9,-54,-4
TWEAK Fn14 block,-21,2,0,-2,3,6
TRAIL sens C8,-13,-4,-31,9,7,-3
KKLEB tox,0,4,-18,11,4,-3
CF NFkB block,11,-12,19,9,-35,-13

Random excerpt: 5 records from the list
[15] COc1ccc(CCN(C)C(=O)CCCN2C(=O)c3cccc4cccc(c34)C2=O)cc1OC
[13] CCOC(=O)N1CCN(C(=O)CCSc2ccc(C)cc2)CC1
[18] COc1cccc(CNc2nc3ccc(NC(C)=O)cc3s2)c1
[17] Oc1ccc(-c2nccc(-c3ccc(Br)cc3)n2)cc1
[14] O=C(COC(=O)c1ccccc1Br)Nc1ccccc1F
screen / no.,15,13,18,17,14
NR2E3 ag-1,1,4,x,2,2
HIF-2a block,16,-42,-30,-194,8
NR2E3 ag-2,4,-9,-1,-6,12
TRPM1 prom inh,-3,-5,-15,-39,-13
Peg3 promoter,3,-33,-27,-115,-59
Shn3 inh set2,3,7,-10,-59,-12
TROY NFkB inh,7,1,-4,-54,-83
TWEAK Fn14 block,0,-21,6,3,2
TRAIL sens C8,-31,-13,-3,7,-4
KKLEB tox,-18,0,-3,4,4
CF NFkB block,19,11,-13,-35,-12

Continuation.
[19] O=C(O)c1cnc(-c2ccccc2)nc1C(F)(F)F
[20] O=C(CN1C(=O)CCC1=O)Nc1ccc(Cc2ccc(NC(=O)CN3C(=O)CCC3=O)cc2)cc1
[21] Cc1nc2ccccc2c(=O)n1NC(=O)c1cncc(Br)c1
[22] O=C(C1CC1)N1CCN=C1SCc1ccc(F)cc1
[23] Cc1nnc(N2C(=O)c3oc4ccccc4c(=O)c3C2c2ccco2)s1 (configuration not stated)
[24] O=C(Cn1nnc(-c2ccccc2)n1)NNC(=O)c1cccc([N+](=O)[O-])c1
screen / no.,19,20,21,22,23,24
NR2E3 ag-1,2,14,1,-1,2,2
HIF-2a block,2,-14,11,-7,4,15
NR2E3 ag-2,-34,-2,-15,-4,-29,-24
TRPM1 prom inh,-60,5,1,-15,-13,-10
Peg3 promoter,-5,1,6,-11,3,-15
Shn3 inh set2,-5,0,-1,-7,-12,3
TROY NFkB inh,0,-21,-23,11,-13,-7
TWEAK Fn14 block,8,16,-4,-4,-5,10
TRAIL sens C8,-9,-7,0,-18,-10,12
KKLEB tox,1,-2,0,-2,-8,5
CF NFkB block,-12,16,-2,21,-13,6

[25] Cc1nnc(NC(=O)Cn2c(=O)sc3ccccc32)s1
[26] O=C(N/N=C/c1ccccn1)c1[nH]c2ccc([N+](=O)[O-])cc2c1-c1ccccc1
[27] Cn1c(SCC(N)=O)nnc1C1CCN(S(=O)(=O)c2ccccc2C(F)(F)F)CC1
[28] COc1ccc(-c2c(C(=O)c3ccccc3)[nH]c(N)c2C(=O)c2ccccc2)cc1OC
[29] COc1cc(/C=C/c2cccc[n+]2C)ccc1OCC(=O)Nc1ccccc1
[30] O=C(NCCCn1ccnc1)c1ccc(N2CCCCC2)c([N+](=O)[O-])c1
screen / no.,25,26,27,28,29,30
NR2E3 ag-1,3,1,-1,x,0,0
HIF-2a block,4,-10,27,-42,11,2
NR2E3 ag-2,-6,-3,-2,9,-16,-4
TRPM1 prom inh,x,10,10,x,1,12
Peg3 promoter,1,55*,18,x,-7,7
Shn3 inh set2,-1,31,-4,x,1,-19
TROY NFkB inh,1,54*,-26,6,12,3
TWEAK Fn14 block,-10,17,-1,15,12,-17
TRAIL sens C8,-8,20,-4,-22,-15,7
KKLEB tox,2,-12,1,x,-3,7
CF NFkB block,-6,-7,11,x,2,-15

[31] Nn1c(SCc2ccccc2)nc2ccccc21
[32] Cc1cc(C(=O)O)ccc1-n1c(C)cc(C=C2C(=O)c3ccccc3C2=O)c1C
[33] CCOc1cc(N2CCOCC2)c(OCC)cc1NC(=O)COC(=O)c1cccc2ccccc12
[34] Cc1ccc(C(=O)NCCCc2ccccc2)c(Cl)c1
[35] C/C(=N\NC(=O)c1ccc2ccccc2c1)c1cccnc1
[36] Cc1[nH]c2ccccc2c1C(=O)C(C)Sc1nnc(C2CC2)o1 (configuration not stated)
screen / no.,31,32,33,34,35,36
NR2E3 ag-1,-1,2,-1,0,0,0
HIF-2a block,-215,-19,1,-231,-91,16
NR2E3 ag-2,-100,7,-16,-136,-24,-10
TRPM1 prom inh,-84,-4,1,-96,-40,7
Peg3 promoter,-294,-9,-8,-288,-89,7
Shn3 inh set2,-71,-1,11,-126,-70,10
TROY NFkB inh,-55,-23,-11,-55,-10,-1
TWEAK Fn14 block,-12,-11,-14,6,-13,3
TRAIL sens C8,19,14,8,-2,26,-11
KKLEB tox,2,-2,-17,6,-16,-9
CF NFkB block,-16,-14,20,-15,6,1

[37] CCS(=O)(=O)N1CCC(N2CCC(C)CC2)CC1
[38] Nc1ccc2c(c1)C(=O)c1cc([N+](=O)[O-])ccc1-2
[39] Cc1ccc(C(=O)N2CC(C)CC(C)C2)cc1NC1=NC2CS(=O)(=O)CC2S1 (configuration not stated)
[40] Cc1cccc(OCCNc2cc(N3CCN(C)CC3)ccc2[N+](=O)[O-])c1
[41] COc1ccc(-c2nc(CS(=O)(=O)CC(=O)NCCc3ccccc3)c(C)o2)cc1
[42] Nc1nc(-c2cc(O)ccc2[N+](=O)[O-])cc(-c2ccccc2)c1[N+](=O)[O-]
[43] Cc1ccc2c(Cl)cc(Cl)c(OCC(=O)N(C(C)C)C(C)C)c2n1
screen / no.,37,38,39,40,41,42,43
NR2E3 ag-1,2,x,6,-1,3,x,9
HIF-2a block,7,-20,3,-15,-20,2,15
NR2E3 ag-2,-11,-18,-9,-10,-18,-28,11
TRPM1 prom inh,5,8,x,-7,17,36,-3
Peg3 promoter,18,-23,9,-2,-9,49,27
Shn3 inh set2,20,10,-16,7,-8,-14,30
TROY NFkB inh,8,-4,-17,-44,-11,12,9
TWEAK Fn14 block,3,-19,9,-36,-9,20,-1
TRAIL sens C8,9,-3,1,14,-1,12,1
KKLEB tox,-8,3,4,-18,23,1,-6
CF NFkB block,12,-60,0,11,-23,-72,6

Some of the compounds tested; the hit share may differ from the screen's.
